# TAAR1 antagonist: human TAAR1 antagonists, primary screen, Fluo-8 calcium fluorescence, CHO RD-HGA16 cells; antagonist; inhibition, % at 3 µM; 360,000 compounds, 1.5% hits;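 active = inhibition above a per-plate cutoff, the mean inhibition of test compounds on that plate plus 3 SD, cut at about 49% in these data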;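 also: 0% = DMSO plus EC80 beta-PEA response and 100% = DMSO alone without agonist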
# Target sequence (Q96RJ0 whole entry, looked up): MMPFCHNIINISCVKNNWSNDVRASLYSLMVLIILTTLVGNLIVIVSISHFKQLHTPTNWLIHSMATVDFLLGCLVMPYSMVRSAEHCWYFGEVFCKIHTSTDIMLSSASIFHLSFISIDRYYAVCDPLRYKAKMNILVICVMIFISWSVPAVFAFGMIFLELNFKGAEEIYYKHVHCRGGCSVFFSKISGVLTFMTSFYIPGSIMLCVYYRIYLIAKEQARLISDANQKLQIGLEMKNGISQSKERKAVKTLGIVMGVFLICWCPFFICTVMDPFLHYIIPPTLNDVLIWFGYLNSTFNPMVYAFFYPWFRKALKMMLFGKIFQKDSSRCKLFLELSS
#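 Material: RD-HGA16 CHO cells with stable hTAAR1 and Gα16; Dosing: single nominal final test compound concentration of 3 µM; Schedule: seeding 17-24 h prior, 75-min 37 °C, 30-min RT dye loading; Detection: kinetic Fluo-8 calcium fluorescence measurement; Measure: % inhibition from peak post-agonist over basal fluorescence ratio; Benchmarks: vehicle and agonist controls.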
# CHRM1 antagonist: human M1 muscarinic receptor antagonists, primary screen, CHO-K1 cells, Fluo-8 calcium fluorescence, 1536-well | CHO-K1 hM1, ACh EC80 antagonist | 360,000 compounds, 1.3% hits | inhibition, % at 3 µM;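 active = percent inhibition above its own plate's cutoff, namely the mean of that plate's compound wells plus 3 SD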;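 also: peak over basal fluorescence ratio during 140 s after agonist addition; 0% = ACh EC80 plus DMSO and 100% = DMSO alone without agonist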
# M1 ag: human M1 muscarinic receptor agonists, primary screen, Fluo-8 calcium fluorescence, CHO-K1 cells, HTS | Muscarinic acetylcholine receptor M1 (Homo sapiens), P11229 | CHO-K1 hM1, agonist mode; 0% DMSO, 100% acetylcholine EC100 | activation, % at 3 µM | 360,000 compounds, 0.33% hits | AID 588814, 2011;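 active = activation above the run's mean compound activation plus 3 SD, cut at about 16% in these data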;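 also: peak over basal fluorescence ratio within a 140 s kinetic read after compound addition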
# CHO parental Ca: ATP-evoked calcium signal inhibitors, parental CHO, primary screen, counter-screen for OX1R antagonist project, cell-based, fluorescence, Fluo-8 calcium dye; 330,000 compounds, 0.63% hits; inhibition, % at 5.6 µM; parental CHO-K1, ATP-induced calcium, Fluo-8 fluorescence;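 active = inhibition above that plate's mean sample inhibition plus 3 SD, cut at about 26% in these data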;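 also: 0% = ATP-challenged DMSO wells and 100% = DMSO wells without ATP; some compounds past the cut are filed as inactive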
#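 Assay system: parental CHO cells; Read-out basis: percent inhibition of ATP-evoked calcium rise, normalized to controls; Benchmarks: ATP and no-ATP DMSO wells; Compound dosing: single nominal dose of 5.6 µM per compound; Signal: Fluo-8 calcium dye fluorescence; Also added: ATP as calcium-mobilizing challenge; Repeats: singlicate.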
# M1 PAM parental: nonselective calcium activators in parental CHO-K1 cells, primary screen, counter-screen for M1 PAM project, cell-based, Fluo-8 calcium fluorescence, full deck, 1536-well; ATP EC20; 0% at ATP EC20, 100% at ATP max; activation, % at 3 µM; 360,000 compounds, 0.02% hits; AID 602247, 2012;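 active = activation above the run cutoff, the mean activation of all test compounds plus 3 SD, cut at about 40% in these data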;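 also: peak over basal fluorescence ratio in a 140 s read after ATP addition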
# CHO-K1 Ca ag: counter-screen for M1 agonists: effect in parental CHO-K1 cells; Fluo-8 calcium fluorescence; scaled to maximal ATP response, vehicle zero; activation, % at 3 µM; 360,000 compounds, 0.48% hits; in the data active = activation above about 15%;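 also: untransfected CHO-K1 host cells lacking M1 receptor as counterscreen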
# CHO-K1 Ca antag: M1 antagonist counterscreen hit in parental CHO-K1 cells; inhibition, % at 3 µM; ATP-induced calcium, Fluo-8 fluorescence; AID 602250; 360,000 compounds, 0.6% hits;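 active = inhibition above a per-plate cutoff, the plate's mean sample inhibition plus 3 SD, cut at about 24% in these data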;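 also: 0% = DMSO plus EC80 ATP and 100% = DMSO alone without ATP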
# OXTR potentiate: human OXTR potentiators, primary screen, fluorescence, CHO-OTR cells, Fluo-8 calcium | 320,000 compounds, 0.061% hits | AID 2445, 2010 | Oxytocin receptor (Homo sapiens), P30559 | Fluo-8 calcium fluorescence, potentiator mode; 0% = oxytocin EC15, 100% = EC100 | activation, % at 3 µM;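 active = activation above that plate's cutoff, the mean activation of tested compounds plus 3 SD, cut at about 6.6% in these data, passing the limit was not always enough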;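 also: 100% uses oxytocin at 75 nM as the full agonist control; some results filed as inactive read as strong as hits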
# Target sequence (P30559 whole entry, looked up): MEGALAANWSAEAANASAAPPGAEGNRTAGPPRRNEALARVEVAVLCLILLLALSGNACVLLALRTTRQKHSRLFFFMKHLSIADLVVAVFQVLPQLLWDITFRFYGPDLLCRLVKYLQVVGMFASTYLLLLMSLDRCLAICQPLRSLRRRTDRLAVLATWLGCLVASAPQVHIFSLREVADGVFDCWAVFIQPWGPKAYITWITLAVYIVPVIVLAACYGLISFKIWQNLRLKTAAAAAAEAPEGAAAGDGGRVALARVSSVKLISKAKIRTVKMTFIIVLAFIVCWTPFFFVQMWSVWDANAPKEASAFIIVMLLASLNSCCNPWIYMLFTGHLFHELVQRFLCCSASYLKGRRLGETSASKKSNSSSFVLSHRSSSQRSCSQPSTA
#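 Material: human OTR in CHO cells. Compound: 3.0 µM, one dose. Timing: compound 6 min at room temperature before oxytocin, 100 s read. Evaluation: % activation of max/min ratio relative to oxytocin controls. Replication: single well per compound, singlicate. Signal: Fluo-8 calcium dye fluorescence.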
# TAAR1 agonist: human TAAR1 agonists, primary screen, Fluo-8 calcium fluorescence, CHO RD-HGA16 cells; Trace amine-associated receptor 1 (Homo sapiens), Q96RJ0; vehicle wells 0%, saturating PEA agonist 100%; activation, % at 3 µM; 360,000 compounds, 0.99% hits; AID 624467, 2012;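 active = activation above the mean activation of all test compounds in the run plus 3 SD, cut at about 38% in these data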
#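 Repeats: no replicates (n 1) | Material: CHO-derived RD-HGA16 cells with stable Gα16 and human TAAR1 | Technique: Kinetic Fluo-8 calcium fluorescence | Schedule: 17-24 h seeding, 75 min 37 °C dye, 30 min RT | Evaluation: % activation from peak over basal fluorescence ratio, DMSO-to-PEA scaled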
# * hit, by the source's call; . = no result given. Compounds were not picked by outcome; any-hit rate near 4.2%.
SMILES,TAAR1 antagonist,CHRM1 antagonist,M1 ag,CHO parental Ca,M1 PAM parental,CHO-K1 Ca ag,CHO-K1 Ca antag,OXTR potentiate,TAAR1 agonist
CCCCNC(=O)Nc1nnc(-c2ccccc2)o1,-10,-8,-2,-3,13,0.3,-19,-1,12
CC(=O)N1CC=CC1(C)C(=O)O (stereo not drawn),15,1,-3,-7,21,0.7,-8,-6,2
Cc1ccc(N(CC(=O)O)S(C)(=O)=O)cc1Cl,5,-12,-1,-5,7,0.0,1,-15,9
COc1cccc2cc(C(=O)NCc3ccc(C)cc3)c(=O)oc12,.,-13,-2,-14,9,0.2,-19,1,.
CC(C)(C)OC(=O)C[C@@H]1C/C=C\C[C@@H](CC(=O)N[C@@H](CO)Cc2ccccc2)C(=O)N2CCC[C@H]2COC1=O,7,-5,-3,-16,17,0.8,-19,-3,13
CC(C)c1ccc(OCC(=O)Nc2ccccc2C(=O)N2CCOCC2)cc1,-1,-10,-1,-10,14,2.6,-9,-14,1
CC(=O)Oc1ccc(-c2cccc(C(=O)NCC(=O)O)c2)cc1,10,0,-4,-4,13,0.8,-5,5,9
CCCCN1CC(=O)N2[C@H](c3ccc(OC)cc3)[C@@H]3C(=O)N(CC)C(=O)[C@@H]3[C@]2(C)C1=O,.,-1,-6,-3,3,0.5,-11,4,.
Cc1cccc(NC(=O)CSc2nc(COc3ccccc3)nc3ccccc23)c1C,-12,-15,-4,-19,23,1.4,-17,-6,3
O=C(N1CCN=C1SCc1cccnc1)C12CC3CC(CC(C3)C1)C2,-24,3,-4,-4,13,0.6,-4,-12,9
CCSc1nnc(NC(=O)C2Cc3ccccc3CN2C(=O)c2ccco2)s1 (stereo not drawn),-10,-20,-6,-12,-1,1.2,4,-8,9
CCOC(=O)c1c(C)[nH]c(C(=O)COC(=O)C2=NNC(=O)CC2)c1C,6,-1,-8,-10,17,8.3,-4,-3,5
C=CC[C@@H](CC(=O)N(CCO)Cc1ccccc1)C(=O)N[C@H](COC(=O)[C@@H](CC=C)CC(=O)OC(C)(C)C)Cc1ccccc1,47,16,-6,-20,17,4.1,-12,-10,5
COc1ccccc1CNC(=O)COC(=O)c1cnc(C)cn1,-2,-16,0,.,30,0.6,-13,.,2
CCC(Sc1nccn1C)C(=O)Nc1cccc2ccccc12 (stereo not drawn),-3,-8,-4,-7,26,-0.2,1,-5,8
COC(=O)[C@@]1(Cc2ccc(F)cc2)[C@H]2c3cc(C(=O)N4CCCC4)n(CCc4ccc(OC)c(Br)c4)c3C[C@H]2CN1C(=O)c1ccccc1,-22,.,.,.,6,1.2,-26,.,10
N=c1c2c3c(sc2ncn1CCN1CCOCC1)CCCC3,1,10,-6,-8,0,1.2,-4,-8,10
CCN(CC)CCN(C(=O)c1ccc2c(c1)OCCO2)c1nc2ccc(C)cc2s1,-9,-18,-4,9,18,0.3,-12,-1,2
CCOC(=O)CC(NC(=O)c1cc2cccc(OC)c2oc1=O)c1ccc(OC)cc1 (stereo not drawn),-6,27,-5,-22,-7,8.0,11,-3,4
Cc1ccc(NC(=O)Cn2c(=O)oc3ccccc32)cc1C,-12,-5,-3,-4,16,12,0,-4,0
COc1ccc(S(=O)(=O)Nc2cccc(-n3cnnn3)c2)cc1OC,-7,-1,-1,-9,2,1.1,-11,-13,6
COc1ccc(Cn2c(C3CC3)nc3ccc(NC(=O)C4CC4)cc3c2=O)cc1,-4,-2,-2,-21,1,1.4,-1,-19,12
O=CN1CC(=O)N(c2ccccc2)c2c([nH]c3ccccc23)C1,3,-9,-4,-12,21,0.5,-10,1,2
Nc1c(Cl)ncnc1NCCc1ccc(O)cc1,0,9,3,26,4,11,6,-11,4
Cc1ccc(-c2nnc(SCC(=O)N/N=C/c3ccccc3C(=O)O)n2C2CCCCC2)cc1,-9,-8,-1,-5,11,0.1,-7,-6,2
CCCCCCCCc1nc(SC(C)C(=O)O)n[nH]1 (stereo not drawn),16,6,-5,6,9,-0.3,-2,-8,1
c1ccc(CSc2nnc(NC3=NCCCCC3)s2)cc1,-14,8,-5,0,17,0.6,-17,-15,19
COc1ccc(NC(=O)Nc2ccc(Br)cn2)cc1,-14,-6,-3,-14,23,1.6,-7,4,8
CC(=O)NS(=O)(=O)c1ccc(NC(=O)COc2cccc3c2OC(C)(C)C3)cc1,2,-8,-4,1,0,0.5,-1,-7,1
Cc1ccc(C)c(N2CCN(S(=O)(=O)c3ccc4c(c3)C(C)(C)C(=O)N4C)CC2)c1,-2,-15,-7,-3,14,0.2,0,-23,-2
Cc1ccccc1OCCC(=O)Nc1ccc2c(C)cc(=O)oc2c1,-1,9,-3,-4,-3,1.2,5,-1,1
Cc1csc(NC(=O)C(Cc2ccccc2)n2cccc2)n1 (stereo not drawn),28,4,-1,-13,6,1.8,9,-8,1
CCCC(=O)N(CCN1CCOCC1)c1nc2c(OC)ccc(OC)c2s1,-10,-8,-2,-14,-15,0.4,9,-1,1
CCN(CC)c1cc(C)c2ccccc2n1,-2,9,-5,6,13,-0.1,3,-4,0
CCOc1ccc(CN(C)C(=O)CN2C(=O)NC(c3ccccc3)(c3ccccc3)C2=O)cc1,-1,-6,-4,-34,34,2.6,-11,-5,1
OCC(CO)(CO)n1cnnn1,0,-20,-2,1,5,0.0,-12,-2,5
CCOC(=O)C1CCCN(C(=O)c2ccc(CS(=O)(=O)Cc3ccccc3C)o2)C1 (stereo not drawn),-17,0,12,-9,26,2.9,-18,-3,4
CCCCOc1cccc(OCC(=O)Nc2nc3ccccc3[nH]2)c1,15,8,-4,-26,-11,0.9,10,-4,-1
CCOC(=O)[C@@H]1[C@H]2COc3cc(OC)ccc3[C@H]2N2C(=O)N(c3ccc(C(F)(F)F)cc3)C(=O)[C@]12C,26,41*,4,50*,-20,7.7,33*,-9,7
CSc1nc(C(=O)N2CCCC(C(=O)c3ccc(Cl)cc3)C2)cs1 (stereo not drawn),-12,-2,-3,-32,11,2.8,-6,-2,0

# Arranged by the number under M1 ag (falling): some entries from above.
SMILES	CHRM1 antagonist	M1 ag	OXTR potentiate
CCOC(=O)[C@@H]1[C@H]2COc3cc(OC)ccc3[C@H]2N2C(=O)N(c3ccc(C(F)(F)F)cc3)C(=O)[C@]12C	41*	4	-9
COc1ccc(NC(=O)Nc2ccc(Br)cn2)cc1	-6	-3	4
c1ccc(CSc2nnc(NC3=NCCCCC3)s2)cc1	8	-5	-15

# Next entries:
SMILES,TAAR1 antagonist,CHRM1 antagonist,M1 ag,CHO parental Ca,M1 PAM parental,CHO-K1 Ca ag,CHO-K1 Ca antag,OXTR potentiate,TAAR1 agonist
CC(=O)c1cccc(NC(=O)CN2C(=O)COc3ccc(Cl)cc32)c1,-7,-9,-3,-9,8,3.4,-10,-4,4
COC(=O)c1cn(C)c2ccc(S(=O)(=O)N(C)C3CCCCC3)cc2c1=O,-6,-13,-2,.,-8,3.0,-7,.,2
O=C(CSC1=NCCS1)N1CCOCC1,-4,-12,-2,12,14,0.8,-10,1,2
CC1CCCC(NC(=O)CCS(=O)(=O)c2cc3c(cc2Cl)NC(=O)CO3)C1C (stereo not drawn),-14,20,-3,-9,-8,0.5,-10,-3,8
Cc1ccc(C)c(S(=O)(=O)N2CCN(C(=O)c3ccnn3C)CC2)c1,-35,-9,-2,-11,12,1.6,-6,-8,6
C=CCc1ccc(OCCOCCOc2cccc3ccc(C)nc23)c(OC)c1,20,6,-2,-27,-6,8.9,-29,-12,14
COc1ccc(Cc2nc3ccccc3[nH]2)cc1OC,-5,5,-6,-5,-3,0.3,47*,-4,6
COc1ccc(-c2nnc3sc(COc4ccc(C)cc4)nn23)cc1,-16,-21,-2,-22,17,0.0,-7,-2,-1
CCOc1cccc2sc(N(CCN(C)C)C(=O)c3ccc4ccccc4c3)nc12,.,-5,0,-15,15,3.0,-12,4,.
O=C(CN1CCCC1=O)NC1CCCc2c1cnn2-c1cc(F)cc(F)c1 (stereo not drawn),-8,-8,0,-13,-3,-0.3,-2,1,7
Cc1onc(-c2c(Cl)cccc2Cl)c1C(=O)Nc1nc(C(C)(C)C)cs1,-23,8,-7,-18,-19,0.1,5,-8,2
CCN1C(=O)/C(=C\N2CCN(c3cccc(Cl)c3)CC2)SC1=S,6,-13,-3,-2,12,0.0,-9,-5,12
CC(Oc1ccccc1F)C(=O)NNC(=O)C1CC(=O)N(c2ccc3c(c2)OCCO3)C1 (stereo not drawn),10,8,-4,-8,-19,-0.3,11,-9,1
COCCN1C(=O)C(=O)/C(=C(/O)c2ccc(S(=O)(=O)N3CCOCC3)cc2)C1c1cccc(Cl)c1 (stereo not drawn),-18,-12,-3,1,-15,0.1,1,0,3
CC(C)OC(=O)CSc1n[nH]c(-c2cccnc2)n1,-20,3,-2,-9,6,0.4,-17,-12,2
Cc1nc2nc(SCC(=O)NCc3ccco3)nn2c(C)c1Cc1ccccc1,-4,-1,-3,-17,12,0.4,-12,-15,1
O=C(NCCN1CCOCC1)c1cc(-c2ccccc2)nc2ccccc12,6,-14,-2,.,8,2.2,-13,.,3
Cc1ccccc1Oc1ccc2c(c1)[C@@H]1C[C@H](N(C)C(=O)NC3CCCCC3)[C@H]([C@H](C)O)C(=O)N1CC2,-33,-11,-5,.,15,0.0,-10,.,1
O=C(CSc1ccc(Cl)cc1)N1CCCC1,2,-5,-9,-8,18,0.2,-7,1,0
CC(C)CC(=O)Nc1ccc(N2CCN(C(=O)c3cccs3)CC2)cc1,9,-2,-3,-17,-5,1.1,-11,-6,-2
CC1(Oc2cccc(Cl)c2)CCN(Cc2ccc(OC(F)(F)F)cc2)C1 (stereo not drawn),-4,-6,-5,.,11,0.5,-5,.,0
COc1ccc(CNC(=O)C2CSC(=O)C2)cc1 (stereo not drawn),-20,-5,-4,-9,9,0.4,1,-1,2
CCOc1ccc(/C=N/n2c(SC)nnc2-c2ccccc2)cc1OCC,-4,-12,-2,-2,21,0.2,-8,-14,10

# High-throughput results from PubChem BioAssay.
